All columns: NCI-60 one-dose screen, growth in % after 48 h at 10 µM unless noted; 100 = growth as untreated, 0 = no growth, -100 = all killed.
OVCAR-4: OVCAR-4 ovarian cancer cells. 80,000 compounds, 3.7% hits
OVCAR-3: OVCAR-3 ovarian cancer | 79,000 compounds, 7% hits
IGROV1: IGROV1 ovarian cancer; 79,000 compounds, 4.7% hits; AID 1794786
OVCAR-8: OVCAR-8 ovarian cancer; 81,000 compounds, 4.4% hits; AID 1794782
DU-145: DU-145 prostate cancer; 81,000 compounds, 4.2% hits; AID 1794760
OVCAR-5: OVCAR-5 ovarian cancer | 82,000 compounds, 2.9% hits
SK-OV-3: SK-OV-3 ovarian cancer cells; 80,000 compounds, 3.2% hits; AID 1794785
PC-3: PC-3 prostate cancer cells; 80,000 compounds, 3.9% hits
Starred values were filed as active, the others as inactive; nt = not tested or not shown. How the source made its calls: active means growth percent below 10; inactive means the rest.

smiles,OVCAR-5,OVCAR-4,IGROV1,PC-3,SK-OV-3,OVCAR-3,DU-145,OVCAR-8
CCN(CC)CCCC(C)Nc1cnc(C(=O)Nc2cccc3ccc(OC)nc23)cn1 (stereo unspecified),91.3,98.1,78.3,69.5,87.0,-30.7*,78.8,68.2
CCN(CC)c1ccc2oc(=O)c(-c3csc(N/N=C(\C)c4cc(OC)c(OC)c(OC)c4)n3)cc2c1,118.6,74.8,84.7,51.0,147.9,104.0,108.7,83.3
Cc1nn(-c2ccccc2)c2nc3c(nc12)c(=O)oc1ccccc13,105.1,72.8,57.0,83.6,52.9,85.4,108.3,nt
Nc1ccc(N)c(Cl)c1,107.2,114.2,98.5,97.0,96.2,108.3,111.4,101.8
CCCCN1C(=O)/C(=c2\sc3n(c2=O)C2C(NN=3)N(CC)C(=O)N2CC)c2ccccc21 (stereo unspecified),25.8,37.5,2.6*,20.7,24.5,-31.5*,8.5*,-12.5*
CC(C)c1nc(CN(C)C(=O)N[C@H](C(=O)N[C@@H](Cc2ccccc2)C[C@H](O)[C@H](Cc2ccccc2)NC(=O)OCc2cncs2)C(C)C)cs1,112.1,86.5,80.4,75.2,95.9,94.4,93.3,88.6
COc1ccc(CNNC(=O)c2cccnc2)c(OC)c1OC,96.5,nt,111.0,98.3,111.9,111.0,112.3,106.2
O=C(CCSc1nc2sc3c(c2c(=O)n1Cc1ccccc1)CCCC3)Nc1ccc(Cl)cc1,90.8,83.3,nt,61.5,83.2,89.0,101.7,86.7
COc1ccc(CCNC(=O)c2cc(S(=O)(=O)N3CC(C)CC(C)C3)ccc2Sc2ccc(F)cc2)cc1OC (stereo unspecified),90.9,96.7,92.5,84.4,107.1,105.6,107.9,93.0
O=C1/C(=C/c2ccc(Cl)cc2)SC(=Nc2ccc(Cl)cc2)N1Cc1nc2ccccc2[nH]1,107.4,nt,64.8,41.6,97.6,81.6,93.7,66.9
COc1cccc(N2C(=O)/C(=C/C3=Cc4ccccc4OC3)SC2=S)c1,100.8,99.3,111.1,97.1,94.5,104.6,107.3,105.8
Cc1ccc(S(=O)(=O)Nc2ccc(C)cc2C)cc1,101.9,92.4,108.3,73.4,89.3,97.0,111.7,87.9
Oc1ccc2c(c1)CCCC2,99.4,nt,91.4,84.0,96.5,97.3,104.4,99.4
COC(=O)c1c(C(=O)OC)c2ccc3c4ncccc4ccc3n2c1C(=O)c1ccc(C)cc1,87.1,90.9,94.4,86.6,87.8,102.3,98.7,82.7
CCCc1[nH]c(=O)c(C#N)c(COC)c1[N+](=O)[O-],92.9,117.5,108.1,95.1,111.3,98.8,105.8,105.9
Cc1sc2c(c1C)c(=O)nc1c(C(N)=C(C#N)C#N)n[nH]n12,101.2,106.1,88.8,100.3,97.7,107.9,107.3,103.2

Two of the compounds above, with values under each structure:
Under each structure: OVCAR-5 | OVCAR-4 | IGROV1 | PC-3 | SK-OV-3 | OVCAR-3 | DU-145 | OVCAR-8
- COC(=O)c1c(C(=O)OC)c2ccc3c4ncccc4ccc3n2c1C(=O)c1ccc(C)cc1
  87.1 | 90.9 | 94.4 | 86.6 | 87.8 | 102.3 | 98.7 | 82.7
- CCCc1[nH]c(=O)c(C#N)c(COC)c1[N+](=O)[O-]
  92.9 | 117.5 | 108.1 | 95.1 | 111.3 | 98.8 | 105.8 | 105.9

(further entries)
smiles,OVCAR-5,OVCAR-4,IGROV1,PC-3,SK-OV-3,OVCAR-3,DU-145,OVCAR-8
CC(C)OC(=O)Oc1ccccc1OC(=O)OC(C)C,100.5,119.7,112.0,97.4,108.1,97.4,114.3,110.1
NS(=O)(=O)c1ccc(C(=O)NN2C(=O)c3c(Cl)c(Cl)c(Cl)c(Cl)c3C2=O)cc1,103.4,106.8,103.0,100.0,109.9,105.3,102.8,100.7
O=C(/C(=C(\C(=O)c1ccccc1)c1ccccc1)c1ccccc1)c1ccccc1,100.1,55.8,69.0,30.0,82.5,40.8,80.1,41.6
Cc1cc2nc(-c3c(-c4ccc(F)cc4)nc4sccn34)[nH]c2cc1C,111.3,94.7,95.9,90.5,94.9,102.0,94.3,96.0
N#Cc1ccc(/C=N/N2CCCCCC2)cc1,98.6,90.5,111.5,95.8,114.2,103.6,112.1,101.8
O=C(c1ccc(O)c(Br)c1)N1Cc2ccccc2C1,87.4,110.4,90.8,96.8,92.7,100.5,107.8,103.1
CN(C)c1ccc(N)c2ccccc12,75.4,27.7,65.1,32.1,85.2,-15.6*,-96.4*,74.6
C(=N\Nc1nc2ccccc2s1)/c1ccc2c(c1)OCO2,102.3,96.1,90.2,93.8,95.3,108.3,110.6,103.3

Overlap with the part before: five compounds, then new ones.
smiles,OVCAR-5,OVCAR-4,IGROV1,PC-3,SK-OV-3,OVCAR-3,DU-145,OVCAR-8
Cc1cc2nc(-c3c(-c4ccc(F)cc4)nc4sccn34)[nH]c2cc1C,111.3,94.7,95.9,90.5,94.9,102.0,94.3,96.0
N#Cc1ccc(/C=N/N2CCCCCC2)cc1,98.6,90.5,111.5,95.8,114.2,103.6,112.1,101.8
O=C(c1ccc(O)c(Br)c1)N1Cc2ccccc2C1,87.4,110.4,90.8,96.8,92.7,100.5,107.8,103.1
CN(C)c1ccc(N)c2ccccc12,75.4,27.7,65.1,32.1,85.2,-15.6*,-96.4*,74.6
C(=N\Nc1nc2ccccc2s1)/c1ccc2c(c1)OCO2,102.3,96.1,90.2,93.8,95.3,108.3,110.6,103.3
CCO/C=N/C1=C(C#N)C(c2ccc(Cl)cc2)c2c(c3cc(Cl)ccc3[nH]c2=O)O1 (stereo unspecified),88.8,79.9,73.8,84.8,88.5,98.6,95.3,98.3
O=C(Nc1ccc(OCc2nnc(-c3ccc(Cl)cc3)o2)c(F)c1)c1ccc(Cl)c(Cl)c1,91.0,55.4,84.2,79.4,83.5,89.1,79.9,67.5
CCOc1ccc(-n2nc(C(=O)NCc3ccccc3OC)nc2-c2cc(OC)c(OC)c(OC)c2)cc1,74.2,23.4,43.7,24.6,67.1,49.4,65.2,43.7
CCOc1cc(/C=N\NC(=O)CCCC(=O)N/N=C/c2ccc(O)c(OCC)c2)ccc1O,84.7,107.9,130.4,90.8,105.2,122.7,113.9,103.7
CC(C)(C)[Si](C)(C)OC1[C@@H](O[Si](C)(C)C(C)(C)C)[C@@H](CNC(=O)NC(=O)C(F)(F)F)O[C@H]1n1cnc2c(NC(=O)Nc3ccccc3)ncnc21 (stereo partly specified),88.8,78.4,71.2,-35.5*,89.7,-54.1*,-81.2*,82.0
CC(=O)C1=C(C)NC(NNC(=O)Nc2ccc(Br)cc2)=NC1c1ccc(Cl)cc1 (stereo unspecified),104.6,102.7,96.5,98.6,108.8,122.2,110.1,101.2
CN1C(=O)/C(=C/C=C/c2ccco2)SC1=S,87.5,96.1,54.3,80.0,98.9,nt,101.2,71.1
CCOc1ccc(C(=O)CCN2CCC3CCC(C3)C2)cc1 (stereo unspecified),108.9,114.5,110.2,102.7,102.8,103.6,97.8,111.9
Cn1c(N2CCOCC2)nc(-c2ccccc2)c(C#N)c1=O,112.6,124.0,110.4,103.7,133.7,121.5,120.3,108.5
COc1ccc2c(c1)C(=N/N=C(\C)c1ccc(OC)c(S(N)(=O)=O)c1)C(=O)N2,99.8,96.6,107.1,83.3,97.6,105.8,104.6,92.7
COc1ccc(-c2cc(C(=O)Nc3nc4ccccc4s3)nc3c(-c4ccccc4)cnn23)cc1OC,93.8,104.3,91.3,92.4,107.9,114.3,109.6,102.7
COc1ccc(OC)c(/C=C/C(=O)c2ccc(NC(=O)COc3cccc4cccnc34)cc2)c1,122.2,88.7,54.8,67.8,116.9,42.4,82.0,80.7
CCCCCCC1CCC(OC(C)=O)CC1 (stereo unspecified),110.5,110.2,104.7,95.0,107.9,109.4,112.9,110.0
CC(C)=CCC[C@](C)(O)[C@H]1CC[C@]2(C)[C@@H]1CC[C@@H]1[C@@]3(C)C/C(=C/c4ccc(C(F)(F)F)cc4)C(=O)C(C)(C)[C@@H]3CC[C@]12C,108.7,98.1,110.5,74.2,102.2,101.9,100.7,86.5
CCCS(=O)(=O)OCCO[C@H]1Cc2cc3ccc(=O)oc3cc2OC1(C)C,100.7,106.0,108.7,102.2,111.9,106.6,103.1,104.1
O=C1Nc2ccccc2Oc2ccc(S(=O)(=O)CC3CO3)cc21 (stereo unspecified),85.5,70.1,62.3,62.3,122.5,nt,61.2,64.3
Cc1c2cnccc2c(C)c2c1oc1ccccc12,82.4,98.9,78.8,99.8,71.2,98.1,54.1,71.1
CCN(CC)CCCC(C)N=C(C1=C(C(=NC(C)CCCN(CC)CC)c2cccc(OC)c2)C(=O)NC1=O)c1cccc(OC)c1 (stereo unspecified),-3.1*,-23.5*,nt,3.2*,9.8*,-17.7*,-5.1*,-11.3*
[2H]c1c([2H])c(-n2cc3cccc(C(N)=O)c3n2)c([2H])c([2H])c1C1CCCNC1 (stereo unspecified),84.9,98.6,72.6,74.9,92.5,102.2,86.5,76.1
O=C(C[n+]1cccc2c3ccccc3ccc21)c1ccc(Br)cc1,82.7,66.8,81.1,68.9,86.7,68.9,91.7,75.6
CCCCOCCOCCOc1ccc(C(=O)OC)cc1,91.4,96.9,112.5,110.8,102.7,120.1,126.6,107.2
O=C1NC(=O)C(c2ccccc2)=C1Nc1ccc(C(=O)Nc2ccccc2)cc1,77.6,83.5,100.5,90.1,97.0,102.5,100.0,97.4
COc1ccc(-c2nnc(Nc3cc(OC)ccc3OC)o2)cc1,108.4,109.2,106.1,105.4,107.6,113.8,97.5,107.3
BrCCCCc1ccccc1,102.5,105.5,110.9,84.9,99.8,117.4,118.6,103.4
Cc1ccc(S(=O)(=O)N2CCCN(c3nc(-c4ccccc4)nc4nc(-c5ccccc5)oc34)CC2)cc1,105.2,102.7,90.2,96.3,106.6,113.7,113.4,95.4
COc1ccc(-c2nn(-c3ccccc3)cc2/C=C2\SC(=S)N(c3ccccc3)C2=O)cc1,93.7,89.8,92.5,87.4,103.8,110.6,95.9,101.8
COc1ccc(-n2nc(C(=O)NCCCC(=O)O)nc2-c2ccccc2)cc1,105.1,116.5,107.6,95.9,104.0,97.7,101.2,108.2
O=C(Oc1ccc2ccc(=O)oc2c1)c1ccc(Cl)cc1,110.4,119.2,103.7,102.9,108.7,117.7,108.3,105.3
O=C1[C@H]2Cc3c([nH]c4ccccc34)[C@H](c3ccc(Br)cc3)N2C(=O)CN1C1CCN(Cc2c(Cl)cccc2Cl)CC1,92.2,106.2,78.7,78.0,nt,86.0,102.0,90.4
CC(=O)OC[C@H]1OC(Sc2sc(C(=O)c3ccc(C)cc3)c(N)c2-c2nc3ccccc3s2)[C@H](OC(C)=O)[C@@H](OC(C)=O)[C@H]1OC(C)=O (stereo partly specified),99.8,30.7,58.4,60.6,52.6,65.9,106.8,73.6
CC(=O)c1c(C)n(C)c2c1c(-c1ccccc1)nc1ccccc12,101.1,107.0,107.6,69.8,100.3,98.5,100.6,94.9
CC(=O)C(Cl)C(=O)c1c(C)[nH]n(-c2ccccc2)c1=O (stereo unspecified),100.9,87.4,97.7,101.8,98.8,113.0,101.0,111.2
CC(Oc1ccc(Cl)cc1Cl)C(=O)N=Nc1c(O)n(C)c2ccccc12 (stereo unspecified),96.7,96.8,97.7,95.0,106.9,103.1,95.5,100.3
Cc1ccnc(SC#N)n1,105.5,106.3,nt,107.7,91.9,121.5,100.2,96.9
Cc1ccc(/C=C/C2CC(F)CCO2)cc1 (stereo unspecified),99.0,98.5,102.8,88.5,100.1,105.1,115.7,100.9

Screening data from PubChem.

Outcome played no part in choosing rows; any-hit rate near 10%.
